OX1R antag-1: blocks the human orexin 1 receptor; inhibition, % at 6.6 µM; OX1R-expressing cells, FRET antagonist read-out; hit rate 1.8% among 330,000; O43613; AID 485270; in the data active = inhibition mostly above about 38%, no sharp cut-off; inactive = mostly below about 40%;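 note: 0% = agonist challenge alone and 100% = reference antagonist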
Target sequence (O43613 whole entry, looked up): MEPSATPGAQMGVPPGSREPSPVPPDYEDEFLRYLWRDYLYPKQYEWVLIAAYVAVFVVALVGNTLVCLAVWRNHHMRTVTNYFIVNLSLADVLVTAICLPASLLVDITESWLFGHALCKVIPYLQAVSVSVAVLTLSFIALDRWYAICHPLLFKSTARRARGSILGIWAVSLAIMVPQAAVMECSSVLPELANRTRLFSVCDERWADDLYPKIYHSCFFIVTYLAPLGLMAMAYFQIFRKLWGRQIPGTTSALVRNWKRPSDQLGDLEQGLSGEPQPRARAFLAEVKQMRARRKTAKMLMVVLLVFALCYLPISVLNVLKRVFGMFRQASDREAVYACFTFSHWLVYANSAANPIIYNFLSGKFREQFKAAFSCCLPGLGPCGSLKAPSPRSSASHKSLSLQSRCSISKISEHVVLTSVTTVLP
OX1R antag-2: blocks the human orexin 1 receptor; O43613; CHO/OX1R cells, Fluo-8 calcium fluorescence, orexin A; inhibition, % at 5 µM; hit rate 0.43% among 330,000; AID 434989;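 active = inhibition above its plate's threshold, mean inhibition of all tested compounds on the plate plus 3 SD, cut at about 37% in these data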;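 note: 0% = orexin A challenge wells and 100% = SB-334867-A antagonist wells; not every result past the cut was called active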
Numbers without * were called inactive.

SMILES | OX1R antag-1 | OX1R antag-2
CC(C)(C)c1ccc(S(=O)(=O)N2CCNC(=O)C2)cc1 | 1.8 | 2.1
CN(C)S(=O)(=O)c1cccc(-c2cn3cc(Cl)ccc3n2)c1 | 2.3 | 4.0
COc1ccccc1N1CCN(CC(=O)Nc2ccc(CN3CCCCC3)cc2)CC1 | 8.2 | -23.6
COc1ccc(-c2cc(C(=O)OCC(=O)NC3CC3)c3ccccc3n2)cc1OC | 10.0 | -19.1
CCc1ccc(NC(=O)c2cnc3n(c2=O)CCS3)cc1 | 23.9 | -27.4
O=C(O)CCSc1nnc(COc2cccc3ccccc23)n1-c1cccc(Cl)c1 | 6.7 | -15.9
CC(=O)Nc1ccc(S(=O)(=O)N(CC(=O)O)Cc2ccccc2)cc1 | 16.4 | -18.5
CCc1ccc(C(=O)Nc2cc3c(cc2Cl)OCCCO3)cc1 | 19.6 | -32.4
CN1N=C(c2ccc(Cl)cc2)CC(c2ccc(Cl)cc2)C1=O (centres undefined) | 3.0 | -46.5
COc1cc([C@@H]2c3cc4c(cc3[C@@H](O)[C@H]3COC(=O)[C@H]23)OCO4)cc(OC)c1O[Si](C)(C)C(C)(C)C | 8.4 | 0.6
O=S1(=O)CC(NCc2ccccc2)C(Nc2ccc(Cl)cc2)C1 (centres undefined) | -2.4 | -16.4
CCNC(=O)CCS(=O)(=O)c1ccc2ccccc2c1 | 2.9 | -2.5
O=C(c1ccc(Cl)cc1)c1ccc(CN2C(=O)c3ccccc3C2=O)o1 | 11.6 | -22.7
COc1ccc(/C=N/Nc2nnc(Cc3ccc(OC)c(OC)c3)c(=O)[nH]2)cc1OC | 12.0 | -29.9
Cc1nnc(NC(=O)c2cc(S(=O)(=O)N3CCCCC3)ccc2Cl)s1 | 9.0 | -6.5
Cc1cc(=O)oc2cc3c(cc12)OCCO3 | -0.3 | -16.7
C=Cc1ccc(Cn2c(=O)n(CCCOC)c(=O)c3sccc32)cc1 | 34.4 | -21.4
CC1CCCCC12NC(=O)N(CC(=O)Nc1ccc3[nH]c(=O)[nH]c3c1)C2=O (centres undefined) | 10.6 | -4.4
CCSc1nnc(NC(=O)c2ccco2)s1 | 17.1 | -10.7
COc1ccc(C(=O)C[n+]2cccc3cc(OC)ccc32)cc1 | 13.9 | -7.3
CC(C)(C)NC(=O)C(c1ccccc1)N(C(=O)c1csnn1)C1CC1 (centres undefined) | 23.5 | -12.9
COC(=O)c1cc(OC)c(OC)cc1NC(=O)c1c(-c2ccccc2Cl)noc1C | 18.3 | -28.4
COC(=O)C1=C(CSc2nc3ccccc3o2)NC(=O)NC1c1cc(C)ccc1C (centres undefined) | 43.4 | -16.2
CC(C)(C)C(=O)NC1(C(F)(F)F)N=C2SCCN2C1=O (centres undefined) | 9.1 | -11.3
O=C(CC(=O)Nc1ccc(F)cc1)Nc1ccc(F)cc1 | 9.7 | -8.4
COc1ccc2c(c1)CC[C@@H]1[C@@H]2CC[C@]2(C)[C@@H](C(C)=O)C[C@@H]12 | 14.0 | -26.2
COCCNC(=O)c1cnn2c(C(F)(F)F)cc(-c3ccc4c(c3)OCO4)nc12 | 5.2 | -5.1
COc1ccc(C(=O)NC(=S)NCc2ccccc2)cc1OC | 15.3 | -34.9
COc1ccc([C@@H]2[C@@H]3C(=O)N(C(C)(C)C)C(=O)[C@@H]3[C@]3(CC(C)C)C(=O)N(c4cccc(Br)c4)C(=O)N23)cc1 | 6.2 | -56.0
NS(=O)(=O)c1ccc(NC(=O)CN2CCCc3ccccc32)cc1 | 3.8 | -4.8
COc1ccc(C2/C=C\CN(S(=O)(=O)/C=C/c3ccccc3)[C@H](Cc3ccccc3)C(=O)N2Cc2ccc(F)cc2)cc1 (some centres undefined) | 23.3 | -11.9
O=C(Nc1ccc(S(=O)(=O)N2CCOCC2)cc1)c1cc(S(=O)(=O)N2CCOCC2)ccc1Cl | 8.0 | -16.5
Cc1cc(Oc2ccc(N)cn2)cc(C)c1Cl | 7.5 | 9.7
CCOC(=O)/C(=N\Nc1ccc(Cl)cc1)c1csc(Nc2ccccc2)n1 | 21.3 | -21.7
O=C(NCC1CCCO1)c1ccc(/C=N/O)nc1 (centres undefined) | -1.6 | -11.2
COc1ccc(C(=O)Nc2ccccc2C(=O)N/N=C/c2ccc(O)c(OC)c2)cc1 | 9.8 | -13.8
CC(C)CN(C(=O)COC(=O)c1ccc(C#N)cc1)C1CCS(=O)(=O)C1 (centres undefined) | 5.3 | -5.2
Cc1nn(C)c(C)c1C1C(C#N)=C(N)Oc2n[nH]c(C)c21 (centres undefined) | 0.9 | 1.5
Cc1cc(C)c(S(=O)(=O)NCc2cccs2)cc1C | 18.9 | 1.5
COc1ccc(Cc2nnc(NC(=O)Nc3ccc(C)cc3)s2)cc1OC | 3.0 | -35.2
C/C(=N\O)c1ccc(Cl)cc1Cl | 1.6 | -6.8
COc1cccc(Nc2nc3ccccc3n3cnnc23)c1 | 34.2 | -19.8
CC1CC(C)CN(C(=O)CSc2nnc(-c3ccc(Cl)cc3)o2)C1 (centres undefined) | 19.0 | -22.0
Cc1ccc(-c2nc(N=Nc3ccc(O)cc3)n[nH]2)cc1 | 27.7 | -18.4
COc1ccc(C(C)=O)cc1CSc1ccc(S(=O)(=O)N2CCCCC2)cn1 | 14.7 | -9.9
CCCC(=O)Nc1nc(C)c(-c2csc(Nc3ccccc3C)n2)s1 | 21.0 | -9.3
O=C(Nc1nnc(CCN2CCOCC2)s1)C1CCCCC1 | 18.0 | -10.9
COc1ccc(NC(=O)c2cc3n(n2)C(C(F)(F)F)CC(c2ccc4c(c2)OCO4)N3)cc1OC (centres undefined) | 13.8 | -2.8
O=C(NCN1CCN(CCO)CC1)c1cnccn1 | 4.2 | -3.4
CCC1Oc2ccccc2N(CC(=O)NC2CC2)C1=O (centres undefined) | 9.3 | -20.9
O=C(COC(=O)Cc1c[nH]c2ccccc12)Nc1cccc2ccccc12 | 6.9 | -8.2
CCN1c2ccc(S(=O)(=O)N3CCOCC3)cc2N(Cc2ccc(OC)cc2)C1C (centres undefined) | 16.4 | -16.4
Cc1occc1C(=O)Nc1ccc([N+](=O)[O-])cc1Br | 14.5 | -8.6
COc1cc(OC)cc(C(=O)Nc2ccccc2S(=O)(=O)N2CCCC2OC(C)=O)c1 (centres undefined) | 5.4 | -21.3
COc1ccc(NC2=CC(c3cccc(OC)c3)N(c3ccc(OC)cc3)C2=O)cc1 (centres undefined) | -1.4 | -11.1
CCC(=O)Nc1cccc(C(=O)/C=C/c2ccc(F)cc2)c1 | 10.4 | -22.9
CC(C)c1ccc(NC(=O)c2cnn(-c3ccccc3)c2NC(=O)c2ccco2)cc1 | 12.6 | -17.0
Nc1[nH]c(=O)nc(Nc2ccccc2)c1N=O | 55.0* | -17.3
Cn1ncc(Cl)c1C(=O)N1CCC(Cc2ccccc2)CC1 | 10.6 | -5.8
CCOc1ccc(C(=O)C(C)OC(=O)CN2C(=O)NC(C)(C)C2=O)cc1 (centres undefined) | 0.8 | 8.8

Five entries from above in a different format:
| canonical_smiles | OX1R antag-1 | OX1R antag-2 |
| --- | --- | --- |
| O=C(COC(=O)Cc1c[nH]c2ccccc12)Nc1cccc2ccccc12 | 6.9 | -8.2 |
| CCN1c2ccc(S(=O)(=O)N3CCOCC3)cc2N(Cc2ccc(OC)cc2)C1C (centres undefined) | 16.4 | -16.4 |
| Cc1occc1C(=O)Nc1ccc([N+](=O)[O-])cc1Br | 14.5 | -8.6 |
| COc1cc(OC)cc(C(=O)Nc2ccccc2S(=O)(=O)N2CCCC2OC(C)=O)c1 (centres undefined) | 5.4 | -21.3 |
| COc1ccc(NC2=CC(c3cccc(OC)c3)N(c3ccc(OC)cc3)C2=O)cc1 (centres undefined) | -1.4 | -11.1 |

Continuation.
SMILES | OX1R antag-1 | OX1R antag-2
CC(C)CCCN1C(Nc2ccccc2)=NC[C@@H]1C | 28.1 | -16.0
Cc1ccc(S(=O)(=O)C2(S(=O)(=O)c3ccc(C)cc3)CC2)cc1 | 16.9 | -22.6
COc1cc(/C=N/NC(=O)Cn2cnc3c2c(=O)n(C)c(=O)n3C)cc(OC)c1OC | 3.3 | -14.1
CCOc1cc(NC(=S)NCCOC)c(OCC)cc1NC(=O)c1cccs1 | 18.5 | -23.5
O=C(NCCC(c1ccccc1)c1ccccc1)c1cccs1 | 28.6 | -16.3
O=C(NCCC1=CCCCC1)c1cc(S(=O)(=O)N2CCOCC2)ccc1F | 24.7 | -11.8
COc1ccc(NC(=O)c2ccc(NC(=O)COC(=O)CC(NC(=O)c3ccccc3Cl)c3ccccc3)cc2)cc1 (centres undefined) | 18.4 | -13.7
COc1ccc(/C=N/Nc2ccc(C(F)(F)F)cc2[N+](=O)[O-])cc1O | 14.7 | 16.7
CC1=NN(C(N)=S)C(=O)C1N=Nc1cc(Cl)ccc1Cl (centres undefined) | 16.8 | -0.7
O=C(Cn1nc(C(=O)O)c2ccccc2c1=O)Nc1ccccc1C(F)(F)F | 30.1 | -22.9
CCOC(=O)/C(C#N)=C/c1c[nH]c2ccccc12 | 51.2* | -5.2
CCc1cc(C(=O)NC(C)C2CCCO2)cs1 (centres undefined) | 17.7 | -2.4

Three compounds from above, sorted by their value in OX1R antag-1, largest number first.
SMILES | OX1R antag-1 | OX1R antag-2
O=C(Cn1nc(C(=O)O)c2ccccc2c1=O)Nc1ccccc1C(F)(F)F | 30.1 | -22.9
CC1=NN(C(N)=S)C(=O)C1N=Nc1cc(Cl)ccc1Cl (centres undefined) | 16.8 | -0.7
COc1ccc(/C=N/Nc2ccc(C(F)(F)F)cc2[N+](=O)[O-])cc1O | 14.7 | 16.7

(continued)
SMILES | OX1R antag-1 | OX1R antag-2
Brc1ccc(-c2nc3ccccc3s2)s1 | 11.0 | -10.0
O=[N+]([O-])c1cc(Br)cc(C=Nc2ccc3c(c2)OCO3)c1O | 61.3 | 3.6
COC(=O)[C@H]1CN(C(=O)c2ccccc2)C(=O)N1 | 10.5 | -12.7
O=c1c2cnn(-c3ccccc3)c2ncn1Cc1ccccc1 | 11.1 | -4.5
COc1cc(/C=C2/C(=O)NN(c3ccc(Cl)cc3)C2=O)cc(OC)c1O | 16.9 | -11.7
Cc1ccc2nc3c(cc(C(=O)NC4CCS(=O)(=O)C4)n3Cc3ccccc3)c(=O)n2c1 (centres undefined) | -0.7 | -12.2
CCCn1c(N)c(C(=O)CN(C)CC(=O)Nc2ccc(F)cc2)c(=O)[nH]c1=O | 2.6 | -5.6
CCC(C)NC(=O)c1ccccc1NS(=O)(=O)c1ccc(OC)c(OC)c1 (centres undefined) | 29.2 | -22.8
Cc1cccc(NC(=O)CSc2nc(=O)n(CCN3CCOCC3)c3c2CCCC3)c1C | 10.8 | -26.5
CCCCN(CCCC)S(=O)(=O)c1ccc(C(=O)Nc2nnc(CSC)o2)cc1 | 10.3 | -14.4
CC(=O)c1cccc(NC(=O)c2ccc(NC(=O)CC3SC(N4CCCCC4)=NC3=O)cc2)c1 (centres undefined) | 11.9 | -12.5
COc1ccc(CCN(C)C(=O)CNC(=O)c2ccccc2F)cc1OC | 30.4 | 0.0
C(#CCN1CCOCC1)COCCOC(c1ccccc1)c1ccccc1 | 14.2 | -19.5
CC1CCCN(S(=O)(=O)c2ccc3c(c2)c(=O)nc2ccccn23)C1 (centres undefined) | 17.8 | -19.5
Cc1cc(OCCn2cnc3ccccc3c2=O)ccc1[N+](=O)[O-] | -7.7 | -19.1
CN(C)C(=O)c1ccc(NC(=O)COC(=O)c2cc3c(s2)CCCCC3)cc1 | -1.4 | 5.8
Cc1ccc(NC(=S)N2CCN(C3CCCCC3)CC2)cc1 | 5.6 | -4.9
CCN(CC)c1ccc(/C=N/N2CC(=O)NC2=S)cc1 | 8.2 | 1.2
CN(C1CCCCC1)S(=O)(=O)c1ccc(-n2cnnn2)cc1 | 14.0 | -3.0
O=C(Nc1ccccc1)N1CCCC(c2nc(-c3ccc(F)cc3)no2)C1 (centres undefined) | 50.0 | -18.0
Nn1c(-c2ccc(O)cc2)nnc1-c1ccc(O)cc1 | 10.4 | -2.4
C[C@@H](O)[C@H]1C(=O)N2C(C(=O)O)=C(S[C@@H]3CN[C@H](C(=O)N(C)C)C3)[C@H](C)[C@H]12 | 11.7 | 3.3
Nc1ccc(-c2c3ccc(=O)cc-3oc3cc(O)ccc23)c(C(=O)O)c1 | 62.6* | 87.1*
O=C(O)CSc1nc2c(c(C(F)(F)F)n1)CCc1ccccc1-2 | 10.9 | 17.1

Single records (already shown). Order of values: OX1R antag-1 | OX1R antag-2
Profile of C[C@@H](O)[C@H]1C(=O)N2C(C(=O)O)=C(S[C@@H]3CN[C@H](C(=O)N(C)C)C3)[C@H](C)[C@H]12 : 11.7 | 3.3
Profile of Nc1ccc(-c2c3ccc(=O)cc-3oc3cc(O)ccc23)c(C(=O)O)c1 : 62.6* | 87.1*
Profile of CN(C)C(=O)c1ccc(NC(=O)COC(=O)c2cc3c(s2)CCCCC3)cc1 : -1.4 | 5.8
Profile of Cc1ccc(NC(=S)N2CCN(C3CCCCC3)CC2)cc1 : 5.6 | -4.9
Profile of CC1CCCN(S(=O)(=O)c2ccc3c(c2)c(=O)nc2ccccn23)C1 (centres undefined) : 17.8 | -19.5

(listing goes on)
SMILES | OX1R antag-1 | OX1R antag-2
CC(C)(C)CC(C)(C)NCC(=O)Nc1c2c(nc3ccccc13)CCC2 | 13.2 | -25.7
COc1nn(CC(=O)N2N=C(C)CC2(O)C(F)(F)F)cc1[N+](=O)[O-] (centres undefined) | 12.0 | 0.0
Cc1cccc(CN2CCC(CNC(=O)C3CCCN(S(=O)(=O)c4cnc[nH]4)C3)CC2)c1 (centres undefined) | 8.7 | -12.3
C/C=C/C=C/C(=O)Nc1nccs1 | 11.7 | -13.4
COc1ccc(NC(=O)COC(=O)c2cc(C)oc2C)c([N+](=O)[O-])c1 | -0.2 | 5.3
COc1cc(OC)cc(-c2c(C#Cc3ccsc3)c3cc(-c4ccc(OC)c(OC)c4)ccc3n2C)c1 | 8.1 | -23.7
C/C=C/C=C\C(=O)Nc1cccc(C2=NOC3(C2)C[C@H](C(N)=O)N(C(=O)CC#N)C3)c1 (some centres undefined) | 13.2 | 3.3
